hIAP activ: human IAP activation. hit rate 0.16% among 330,000. P09923. AID 2524. activation factor at 10 µM. purified human IAP, CDP-Star luminescence, 30 min; stronger effect = higher value; 1 = vehicle-only enzyme, 0 = enzyme-free background;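 active means activation factor of the enzyme at least 2-fold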; further: the source names both 10 and 20 µM as test concentration; values of inactives mirror those of a sister screen read the other way
Target sequence (P09923 whole entry, looked up): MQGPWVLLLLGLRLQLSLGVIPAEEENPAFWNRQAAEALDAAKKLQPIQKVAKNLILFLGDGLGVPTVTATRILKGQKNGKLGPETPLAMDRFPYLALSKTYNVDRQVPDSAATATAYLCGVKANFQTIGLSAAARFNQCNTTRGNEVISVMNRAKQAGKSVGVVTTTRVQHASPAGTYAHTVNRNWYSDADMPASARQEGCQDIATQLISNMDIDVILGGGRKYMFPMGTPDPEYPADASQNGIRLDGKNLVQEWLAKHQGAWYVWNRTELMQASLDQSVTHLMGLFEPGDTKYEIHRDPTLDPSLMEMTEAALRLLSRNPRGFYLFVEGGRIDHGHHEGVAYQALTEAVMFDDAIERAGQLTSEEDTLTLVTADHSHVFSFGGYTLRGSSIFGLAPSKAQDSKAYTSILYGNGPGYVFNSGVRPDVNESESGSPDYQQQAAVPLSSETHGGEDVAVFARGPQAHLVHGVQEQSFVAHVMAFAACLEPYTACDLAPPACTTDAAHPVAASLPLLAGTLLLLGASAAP
mIAP inh: blocks mouse intestinal alkaline phosphatase; AID 2806; inhibition, % at 10 µM; hit rate 0.2% among 330,000; purified mouse IAP, CDP-Star luminescence, 30 min;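 active means inhibition of at least 40% at 10 µM in the primary screen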;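 further: plate controls were DMSO with enzyme for no effect and no enzyme wells for full effect; values of inactives mirror those of a sister screen read the other way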
mIAP act: mouse IAP activation; muIAP, CDP-Star luminescence, 30 min; stronger effect = higher value; 1 = vehicle-only enzyme signal, 0 = enzyme-free wells; activation factor at 10 µM; hit rate 0.24% among 330,000;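 active means activation factor of at least 2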; further: the source names both 10 and 20 µM as test concentration; values of inactives mirror those of a sister screen read the other way
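also added = chemiluminescent substrate CDP-Star | test system = mouse IAP enzyme | signal = chemiluminescence readout | compound = DMSO-dissolved test compounds | incubation = 30 min at room temperature | benchmarks = DMSO wells, no-enzyme wells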
PfGluPho inh: PfG6PD (Plasmodium falciparum) enzyme inhibition; hit rate 0.78% among 350,000; AID 504690; inhibition, % at 20 µM; PfGluPho enzyme, NADPH resazurin-diaphorase fluorescence;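 active means inhibition reaching at least a set limit at 20 µM in the primary screen, cut at about 59% in these data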;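 further: 0% = DMSO wells with substrate and 100% = DMSO wells lacking glucose-6-phosphate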
HKDC1 inhibitor: blocks human hexokinase HKDC1 activity; inhibition, % at 20 µM; recombinant HKDC1, G6PDH/diaphorase resazurin coupled fluorescence; AID 493160; Q2TB90; hit rate 0.16% among 340,000;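 active means inhibition above about 35% when tested at 20 µM, limit read from the data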;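 further: plate controls were DMSO wells with enzyme for no effect and DMSO wells lacking enzyme for full effect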
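Assay system – recombinant HKDC1 (HK5) hexokinase enzyme, produced in-house · Input – HKDC1 at 5 µg/mL · Reagent – glucose plus 1 mM ATP as hexokinase substrates · Timing – 90 min reaction incubation at room temperature, dark · Measured by – G6PDH/diaphorase-coupled fluorescence, 1 mM NADP, 100 µM resazurin, 525/613 nm · Benchmarks – DMSO-enzyme wells negative, buffer-substituted wells positive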
A3A deaminase: human APOBEC3A DNA deaminase inhibition; recombinant A3A, FAM/TAMRA ssDNA deamination fluorescence; inhibition, % at 20 µM; hit rate 0.41% among 330,000; AID 493011;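 active means at least 40% inhibition at 20 µM here, with at most 30% in a related deaminase screen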;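 further: plate controls were A3A with DMSO for no effect and wells lacking A3A enzyme for full effect; some results filed as inactive read as strong as hits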
Target sequence (P31941 whole entry, looked up): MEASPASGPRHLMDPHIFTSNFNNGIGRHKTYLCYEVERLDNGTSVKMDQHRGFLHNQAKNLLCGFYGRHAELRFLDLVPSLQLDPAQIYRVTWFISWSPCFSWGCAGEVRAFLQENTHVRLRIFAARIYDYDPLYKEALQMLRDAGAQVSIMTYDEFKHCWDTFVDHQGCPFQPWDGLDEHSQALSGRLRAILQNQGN
ATG4B inhibitor: ATG4B (human) cysteine protease inhibition. Q9Y4P1. ATG4B cleavage of LC3-PLA2, NBD-HPC fluorescence, 1 h. inhibition, % at 8.33 µM. hit rate 0.51% among 340,000. AID 504462; in the data active means inhibition above about 40%
hIAP block: human IAP inhibition. purified IAP, CDP-Star luminescence, 30 min. hit rate 0.12% among 330,000. inhibition, % at 10 µM;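 active means inhibition reaching a set limit with compound at 10 µM in the primary screen, cut at about 35% in these data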;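 further: plate controls were DMSO wells with enzyme for no effect and no-enzyme buffer wells for full effect; values of inactives mirror those of a sister screen read the other way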
* hit, by the source's call; nt = no result given.

No.	compound	A3A deaminase	ATG4B inhibitor	hIAP block	mIAP inh	mIAP act	hIAP activ	PfGluPho inh	HKDC1 inhibitor
1	O=C1[C@H]2[C@@H](c3ccc(F)cc3)N3C(=O)N(c4ccccc4)C(=O)[C@@]3(Cc3ccccc3)[C@H]2C(=O)N1C1CCCCC1	3	-21	-3	2	0.98	1	2	3
2	Cc1cc(C)c(S(=O)(=O)NCCc2cc3ccc(C)c(C)c3[nH]c2=O)c(C)c1	0	-23	-6	-1	1	1.1	-13	0
3	CCOc1ccc(S(=O)(=O)NCCC(=O)NC2CCN(Cc3ccccc3)CC2)cc1	-2	-5	-8	-1	1	1.1	-5	-5
4	COCc1cc(C)nc(OCC(=O)N/N=C/c2ccccc2O)c1C#N	-4	-3	-22	2	0.97	1.2	-4	-21
5	CCN(CC(=O)Nc1ccc(NC(C)=O)cc1)C(=O)C1(c2ccccc2)CC1	-6	-8	7	-2	1	0.93	7	-6
6	Cc1cccc(NC(=O)CN(C)S(=O)(=O)c2ccc(-c3ccc(=O)[nH]n3)s2)c1C	3	-4	3	13	0.87	0.97	1	-5
7	O=C(Cn1c(-c2cncs2)nc2ccccc21)NCc1ccccc1	-1	-8	6	-13	1.1	0.94	-7	-5
8	C=C(C)CSc1ncc(-c2cccc(C(F)(F)F)c2)cn1	4	4	21	9	0.91	0.79	21	9
9	COc1cc(C(=O)Nc2cc(C)ccn2)ccc1OCC(=O)N1CCOCC1	-1	-3	-11	-3	1	1.1	-13	-3
10	Cc1cc(C)cc(OCC(=O)OCC(=O)NC2CCCCCCC2)c1	-3	2	9	6	0.94	0.91	8	-1
11	CCN(CC)S(=O)(=O)c1ccc(N2CCN(C)CC2)c(NC(=O)c2cc(=O)c3ccccc3o2)c1	8	-16	8	-7	1.1	0.92	-5	2
12	Cc1ccc(Nc2nc3ccccc3c(=O)[nH]2)cc1C	-5	5	-20	-9	1.1	1.2	-7	1
13	Cc1nc(CN(C)Cc2nc(Cc3ccccc3Cl)no2)cs1	3	-4	9	9	0.91	0.91	-6	-5
14	COc1ccccc1Nc1nc(C)cc(C)c1C(N)=O	-1	-2	22	11	0.89	0.78	13	0
15	O=C(CSc1nc(-c2ccccc2)cs1)NCc1ccco1	-1	-3	-18	-5	1.1	1.2	7	0
16	CCOc1ccc(NC(=O)CN(C)C(=O)c2cn(-c3ccccc3)nc2-c2cccs2)cc1OCC	3	-6	-39	-24	1.2	1.4	1	-4
17	CCC(C)NC(=O)[C@@H]1CSC2c3ccccc3C(=O)N21 (some centres not stated)	-1	1	0	-1	1	1	2	-1
18	Cn1c(=O)[nH]c(=O)c2c1nc(CN1CCN(c3ccccc3F)CC1)n2CCc1ccccc1	-4	-3	2	-8	1.1	0.98	-6	-4
19	CC(=O)Nc1ccc(/C=C(\C#N)C(N)=O)cc1	0	-1	3	-3	1	0.97	-6	0
20	O=C(NCc1ccccc1)c1nc2c(nnn2Cc2cccc(Cl)c2)c(=O)[nH]1	-9	14	-26	-1	1	1.3	-17	4
21	c1csc(-c2nn3c(Cn4cnc5ccccc54)nnc3s2)c1	5	8	1	18	0.82	0.99	75*	-6
22	CNC(=O)COC(=O)c1cccnc1SC	-4	2	-15	8	0.92	1.1	-2	-5
23	COc1cc2c(cc1OC)CN(C(=O)c1ccc(Br)o1)CC2	-4	-3	17	-4	1	0.83	5	11
24	CC(C)NCCOc1cccc(Br)c1	-2	-2	2	-2	1	0.98	-7	-4

Compounds 23 through 24, quoted:
No.	compound	A3A deaminase	ATG4B inhibitor	hIAP block	mIAP inh	mIAP act	hIAP activ	PfGluPho inh	HKDC1 inhibitor
23	COc1cc2c(cc1OC)CN(C(=O)c1ccc(Br)o1)CC2	-4	-3	17	-4	1	0.83	5	11
24	CC(C)NCCOc1cccc(Br)c1	-2	-2	2	-2	1	0.98	-7	-4

Other results follow:
No.	compound	A3A deaminase	ATG4B inhibitor	hIAP block	mIAP inh	mIAP act	hIAP activ	PfGluPho inh	HKDC1 inhibitor
25	COc1ccc(/C=N/NC(=O)c2cccc(C(F)(F)F)c2)cc1	1	-10	-19	10	0.9	1.2	4	-5
26	C=CCN1C(=O)N(c2ccc(F)cc2)C(=O)C1CC(=O)Nc1ccc(Cl)cc1 (configuration not stated)	0	-4	5	9	0.91	0.95	-6	10
27	Cc1cccc(NC(=O)CN2C(=O)S/C(=C\c3cc(C)n(C)c3C)C2=O)c1	-6	5	5	11	0.89	0.95	10	-10
28	CC1CCCCN1C(=O)c1cc(Cl)ccc1[N+](=O)[O-] (configuration not stated)	-5	-6	-2	0	1	1	-7	-7
29	C/C(=N\NC(=O)c1cc(C)oc1C)c1ccc2ccccc2c1	-4	-3	4	5	0.95	0.96	23	1
30	COc1ccc(/C=C2\SC(=O)N(CCn3cnnn3)C2=O)cc1	-1	-6	6	1	0.99	0.94	-15	15
31	CC1Cc2ccccc2N1CC(=O)Nc1ccc(N2CCOCC2)cc1 (configuration not stated)	-4	-5	-4	5	0.95	1	-12	-10
32	COc1ccc(CC(=O)Nc2cccc(C(=O)NN3C(=O)c4ccccc4C3=O)c2C)cc1	2	5	-2	17	0.83	1	-23	-9
33	Cc1nnc(N(C)C(=O)c2ccc3c(c2)OCO3)s1	1	-7	14	-2	1	0.85	-5	-1
34	COc1ccccc1OCC(=O)NNC(=O)Nc1ccc(Cl)cc1	5	-13	-47	-8	1.1	1.5	4	-1
35	Cc1cc(=O)oc2cc(OCC(=O)NCc3ccncc3)ccc12	2	-1	3	4	0.96	0.97	-10	12
36	O=C(CN1C(=O)c2ccccc2C1=O)NC1CCC(O)CC1 (configuration not stated)	-3	-10	-12	1	0.99	1.1	7	-1
37	Cc1nc(-c2ccccc2)sc1C(=O)CSc1ccccc1	1	12	-10	7	0.93	1.1	12	-1
38	Cn1c(C(=O)NCCN2CCCCCC2)cc2c(=O)n(C)c3ccccc3c21	25	-5	-9	-16	1.2	1.1	59	11
39	Cc1ccc(NS(=O)(=O)c2ccc(Cl)c(C(=O)Nc3ccccc3-c3nc4ccccc4[nH]3)c2)cc1C	-2	26	4	15	0.85	0.96	10	0
40	O=C(CN1C2=NCCN2c2ccccc21)c1cccs1	-2	-7	8	-3	1	0.93	2	-11
41	O=C(C[C@@H]1C/C=C\C[C@H](NC(=O)OCC2c3ccccc3-c3ccccc32)C(=O)OC[C@@H]2CCCN2C1=O)N[C@@H](CO)Cc1ccccc1	0	-6	15	-22	1.2	0.85	3	5
42	Cc1nc([N+](=O)[O-])c(C(=O)OCc2ccc(C#N)cc2)n1C	3	2	-4	8	0.92	1	6	0
43	CCc1ccccc1Nc1nc(N)nc(COC(=O)c2c(C)noc2C)n1	1	6	3	0	1	0.97	3	-2
44	Cc1ccc(/C=N/n2c(-c3ccco3)n[nH]c2=S)cc1	-4	-4	-22	13	0.87	1.2	6	3
45	O=C(N/N=C/c1ccncc1)c1cc2ccccc2o1	-4	-11	10	6	0.94	0.9	8	-10
46	CCCCn1c(N)c(N(Cc2ccccc2OC)C(=O)c2sccc2C)c(=O)[nH]c1=O	-1	5	-15	-4	1	1.2	-19	1
47	COCCNc1ncnc2c1nc1n2CCCC1	5	-6	-4	-4	1	1	-5	-2
48	N#C/C(=C/c1cccc([N+](=O)[O-])c1)c1nnc2n1CCCCC2	2	7	4	11	0.89	0.96	-9	-4
49	O=C1C=C(O)c2c(O)cccc2C1=O	6	nt	17	19	0.81	0.83	nt	nt
50	COc1cc(NC(=O)NCc2ccncc2)cc(OC)c1OC	-1	-3	7	-13	1.1	0.93	1	-2
51	CCCCOc1ccc(C)cc1CN(CCO)CCO	1	2	4	0	0.99	0.96	-9	-3
52	c1ccc(-c2cccc(-c3ccccn3)n2)nc1	-5	-4	-105	-8	1.1	2.1*	-35	-14
53	COc1cc(OC)cc(-n2nc(C(=O)N3CC(C)CC(C)C3)c3ccccc3c2=O)c1 (configuration not stated)	9	-7	10	18	0.82	0.9	0	-9
54	COc1ccc(NC(=O)N2CCCC2C(=O)NCc2cccs2)cc1 (configuration not stated)	-4	-1	9	2	0.98	0.91	13	-10
55	COc1ccc(C2CC(c3cccs3)=Nc3ccccc3S2)cc1OC (configuration not stated)	-2	10	12	9	0.91	0.88	-5	2
56	Cc1ccc(N(CC(=O)NCc2ccco2)C(=O)CCC(=O)Nc2nccs2)cc1C	-5	4	0	-3	1	1	-2	-7
57	Cc1c(NC(=O)CC(C)C)c(=O)n(-c2ccccc2)n1C	1	3	6	2	0.98	0.94	10	-12
58	CN(Cc1ccccc1)S(=O)(=O)c1cccc(C(=O)O)c1	-1	-9	9	0	1	0.91	-4	-12
59	O=C(Nc1ccncc1)Nc1cccc(Cl)c1	0	-1	-24	-58	1.6	1.2	16	-4
60	C/C(=N\NC(=O)Cc1cccn1C)c1ccc2ccccc2c1	-3	-14	7	10	0.9	0.93	11	1
61	COc1ccc(CN=C2NC(=O)CC(C(=O)Nc3ccccc3C)S2)cc1 (configuration not stated)	2	-4	12	-1	1	0.88	-6	-8
62	COc1ccccc1N1CCN(C(=O)C(CC(C)C)NC(=O)C2CCCCC2)CC1 (configuration not stated)	-3	-5	9	1	0.99	0.91	12	-5
63	COc1ccc(C(=O)/C(=C\N(C)C)n2nc(C)cc2C)cc1	-1	-22	-5	-3	1	1.1	4	-5
64	Cc1cccc(CSc2nc3ccncc3n2CC(=O)Nc2cc(C)cc(C)c2)c1	-3	-11	-4	-14	1.1	1	15	0
65	Cc1ccc(Sc2cnc(N)nc2C)cc1	-4	5	0	-1	1	1	-11	3
66	C/C=C/c1ccc(OCC(O)CN(C)Cc2ccc(SC)cc2)c(OC)c1 (configuration not stated)	-1	-8	-10	10	0.9	1.1	4	0
67	Cc1cc(C)cc(NC(=O)c2cc3c(=O)n4ccccc4nc3s2)c1	-1	-5	8	-1	1	0.93	-2	-1
68	O=C(C1=C[C@@H](c2ccc(C(F)(F)F)cc2)C[C@@H](OCCCCO)O1)N1CCOCC1	-2	-7	3	3	0.97	0.97	14	-3
69	Cc1cccc(C)c1NC(=O)c1cc(-c2ccccn2)nc2ccccc12	4	-38	-14	0	1	1.1	15	-7
70	CCCCCCC(=O)Nc1nc(C)c(-c2csc(Nc3cccc(OC)c3)n2)s1	-4	-2	-23	9	0.91	1.2	17	-5
71	O=C(Nc1ccccc1N1CCN(C(=O)c2ccccc2)CC1)c1cccc(Cl)c1	-1	3	4	14	0.86	0.96	-6	3
72	O=C(NCc1ccc(OC(F)(F)F)cc1)C1CCC(=O)N(C2CC2)C1 (configuration not stated)	-2	1	-45	0	1	1.4	-5	-3
73	O=C(CCc1cccc(Cl)c1)N1CCCC(Nc2ccccc2)C1 (configuration not stated)	-4	48*	-17	7	0.93	1.2	-2	4
74	NC(=O)COC(=O)CC(c1ccccc1)c1ccccc1	-1	-5	3	-2	1	0.97	9	-2
75	CCC(=O)Oc1ccc2ccccc2c1CNC(=O)c1ccccc1	-1	4	-8	-5	1.1	1.1	-3	0
76	CCCCN(CCCC)CCNC(=O)CSCc1ccc(C)cc1	-4	30	-16	3	0.97	1.2	-2	-4
77	Cc1ccc(S(=O)(=O)N2CCOCC2)cc1C(=O)Nc1cc(Cl)ccc1N1CCOCC1	12	0	3	4	0.95	0.97	-4	-7
78	COc1cc(CCC(=O)OCC(=O)Nc2c(F)cccc2F)cc(OC)c1OC	2	-12	-6	2	0.98	1.1	0	2
79	COc1ccccc1CNC(=O)CCC(=O)Nc1nnc(C)s1	0	3	14	2	0.98	0.86	-12	-4
80	CN(C)S(=O)(=O)N1CCC(Oc2ccc(C(=O)NC3CCOC(C)(C)C3)cc2)CC1 (configuration not stated)	-5	20	8	7	0.93	0.92	-2	-6

Compound activity from PubChem.
